High-throughput results: PubChem, several laboratories
ERb coact inh – ER-beta (human) coactivator binding inhibition; 86,000 tested, 1.3% active; inhibition, % at 25.6 µM; Q92731; TR-FRET ER-beta LBD / SRC1-Cy5 peptide binding; receptor agonist-loaded with 1 µM estradiol;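 active = compounds whose percent inhibition of the receptor-coactivator binding signal exceeds about 50% in the single-dose screen, limit read from the data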;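 note: 0% = receptor plus peptide wells without compound and 100% = peptide-only wells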
Target sequence (Q92731 whole entry, looked up, the tested form may be a part): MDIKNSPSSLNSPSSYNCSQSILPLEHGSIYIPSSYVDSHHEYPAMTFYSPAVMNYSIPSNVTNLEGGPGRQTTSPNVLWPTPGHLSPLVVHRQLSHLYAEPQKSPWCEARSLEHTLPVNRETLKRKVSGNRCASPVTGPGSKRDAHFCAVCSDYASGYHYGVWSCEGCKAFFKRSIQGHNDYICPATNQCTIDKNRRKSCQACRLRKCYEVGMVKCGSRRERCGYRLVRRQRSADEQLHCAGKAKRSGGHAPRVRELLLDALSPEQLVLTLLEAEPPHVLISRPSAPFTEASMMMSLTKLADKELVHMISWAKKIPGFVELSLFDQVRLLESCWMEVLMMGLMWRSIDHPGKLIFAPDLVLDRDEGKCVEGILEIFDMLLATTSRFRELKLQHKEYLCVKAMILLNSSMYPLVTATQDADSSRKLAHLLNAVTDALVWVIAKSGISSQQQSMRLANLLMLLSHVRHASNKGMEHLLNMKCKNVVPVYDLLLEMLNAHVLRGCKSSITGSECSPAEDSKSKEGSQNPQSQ
PLAP activator – human PLAP activation; 96,000 tested, 1.2% active; AID 696; P05187; purified PLAP enzyme, luminescent substrate read-out; hits give high values; activation fold at 20 µM; in the data active = activation fold above about 2
Mac1 fbg inh – CD11b/CD18-fibrinogen binding inhibition; P05107+P11215; K562 CD11b/CD18 adhesion to fibrinogen, ATPlite luminescence; Mn2+ added to activate the integrin; inhibition, % at 10 µM; 93,000 tested, 0.54% active;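 active = primary inhibition of 50% or more at 10 µM, then 40% or more on retest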; note: some results filed as inactive read as strong as hits
FAK blocker – FAK (human) kinase inhibition; Q05397; biochemical FAK kinase activity assay; inhibition, %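 (tested at 7 µM)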; 97,000 tested, 0.84% active; in the data active = inhibition above about 19%;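 note: 0% = DMSO and 100% = reference compound high control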
ERa coact pot – ER-alpha (human) coactivator binding potentiation. AID 639. coactivator binding (% of control), % at 25.6 µM. TR-FRET ERalpha-LBD/SRC-Cy5 coactivator binding, 2 h; 100 = basal binding, no effect. 86,000 tested, 1.3% active. P03372; in the data active = activity above about 200%;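 note: binding measured in presence of low estradiol as agonist stimulus; 0% = peptide alone without receptor and 100% = receptor with peptide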
Target sequence (P03372 whole entry, looked up, the tested form may be a part): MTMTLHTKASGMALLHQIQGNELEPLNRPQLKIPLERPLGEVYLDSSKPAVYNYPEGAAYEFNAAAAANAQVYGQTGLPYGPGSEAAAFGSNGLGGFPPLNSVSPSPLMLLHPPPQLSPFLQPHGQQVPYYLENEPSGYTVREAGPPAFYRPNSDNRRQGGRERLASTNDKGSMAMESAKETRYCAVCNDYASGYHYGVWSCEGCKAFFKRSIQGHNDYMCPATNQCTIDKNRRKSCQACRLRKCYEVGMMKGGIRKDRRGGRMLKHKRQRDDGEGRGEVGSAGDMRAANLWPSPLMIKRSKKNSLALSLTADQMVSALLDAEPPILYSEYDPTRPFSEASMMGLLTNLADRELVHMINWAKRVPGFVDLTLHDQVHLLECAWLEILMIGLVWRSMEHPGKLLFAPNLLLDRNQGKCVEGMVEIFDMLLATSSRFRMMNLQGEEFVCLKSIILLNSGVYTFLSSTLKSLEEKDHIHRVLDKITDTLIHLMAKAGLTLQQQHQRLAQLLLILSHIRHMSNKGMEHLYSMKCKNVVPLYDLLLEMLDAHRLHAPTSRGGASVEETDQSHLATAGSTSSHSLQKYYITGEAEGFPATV
ERa SRC1 inh – ER-alpha (human) coactivator binding inhibition; 86,000 tested, 1.7% active; P03372; AID 629; inhibition, % at 25.6 µM; TR-FRET ER-alpha LBD / SRC-1 peptide, estradiol-bound; in the data active = inhibition above about 50%;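 note: 0% = receptor plus peptide control and 100% = peptide only without receptor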
Mac1 fbg enh – increases human CD11b/CD18 adhesion to fibrinogen | P05107+P11215 | K562 CD11b/CD18 adhesion to fibrinogen, ATPlite luminescence | activation, % at 10 µM | 93,000 tested, 0.07% active | AID 1499;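 active = 10 µM primary screen giving 50% or more activity, confirmed by 40% or more on retest at that dose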; note: strong numbers were not always called active; reference of the scale not given here
MT1-MMP txn act – activates MT1-MMP transcription. HT1080 MT1-MMP promoter luciferase reporter, luminescence, overnight; hits give high values. 86,000 tested, 0.16% active. activation factor at 10 µM;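 active = activation factor of at least 2 for MT1-MMP transcription at 10 µM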
E coli WT exp – E. coli BW25113 growth inhibition, expanded screen | OD600 absorbance | growth inhibition, % at 100 µM | 98,000 tested, 0.15% active;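 active = growth inhibition above about 50% at one test dose, limit read from the data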;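 note: growth measured after 20 h incubation at 37 °C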
Active calls of the source: *; . = not tested or not shown; [ ] = remark or other dose.

SMILES | ERb coact inh | PLAP activator | Mac1 fbg inh | FAK blocker | ERa coact pot | ERa SRC1 inh | Mac1 fbg enh | MT1-MMP txn act | E coli WT exp
O=C(CC1Sc2ncnn2C1=O)Nc1ccc(Br)cc1 (stereo unspecified) | -2 | 1.2 | -4 | . | 94 | -1 | -1 | 1.1 | 14
O=S(=O)(Nc1ccc2c(c1)OCCO2)c1cnc[nH]1 | 19 | 1.1 | 17 | . | 98[fluorescence artefact?] | 8 | -3 | 1.2 | 3
CC#CCNCc1ccccc1 | 22[fluorescence artefact?] | 1.1 | -8 | -2 | 91 | 14[fluorescence artefact?] | 1 | 1.1 | -1
COC(=O)c1ccc(C(=O)OC)c(NC(=O)CN(c2ccc3c(c2)OCO3)S(C)(=O)=O)c1 | -6 | 1.7 | 0 | 0 | 99 | -3 | -1 | 1.1 | 2
CN1CCN(S(=O)(=O)c2cccc(S(=O)(=O)c3cccc(S(=O)(=O)N4CCN(C)CC4)c3)c2)CC1 | 0 | 1.7 | 11 | -3 | 97 | -8 | -3 | 1.2 | 3
O=C(COC(=O)c1ccccc1NC(=O)c1ccco1)Nc1ccc2c(c1)OC(F)(F)O2 | . | 0.8 | -8 | 1 | . | . | -2 | . | -9
CC1CCCC(C)N1S(=O)(=O)c1ccc(NC(=O)CNCC2CCCO2)cc1 (stereo unspecified) | -12[fluorescence artefact?] | 1.5 | -4 | 0 | 93 | -2 | 0 | 1.3 | 4
CCOC(=O)c1c(CN2CCOCC2)n(-c2ccccc2)c2cc(Br)c(O)cc12 | 22 | 1.4 | . | 8 | 75[fluorescence artefact?] | 8 | . | 1 | -3
Cc1c(C(=O)OCC2CCCO2)[nH]c2c1C(=O)CC(c1ccco1)C2 (stereo unspecified) | 50*[fluorescence artefact?] | 1.2 | 27 | 26* | 65[fluorescence artefact?] | 54* | 2 | 0.7 | -4
Cn1c(C(=O)NCc2ccccn2)cc2c(=O)n(C)c3ccccc3c21 | -14 | 1.7 | -1 | 5 | 124 | -4 | -5 | 1 | 4
CNC(=S)NC1CC2CCCC(C1)N2Cc1ccco1 (stereo unspecified) | . | 0.8 | -3 | 2 | . | . | -11 | . | -3
CCOC(=O)C1CCCN(C(=O)Cn2sc3nc(C)cc(C)c3c2=O)C1 (stereo unspecified) | -4 | 1.1 | 21 | 0 | 101 | -11 | -6 | 1.1 | 3
CCOC(=O)CNC(=O)c1sc2ncnc(N3CCc4ccccc4C3)c2c1C | 0[fluorescence artefact?] | 1.9 | 18 | 42* | 110[fluorescence artefact?] | 4[fluorescence artefact?] | -2 | 1.2 | -9
COc1ccc(-n2cnnc2SCC(=O)c2ccc(S(=O)(=O)N3CCOCC3)cc2)cc1 | 13 | 1.7 | 2 | . | 116[fluorescence artefact?] | -26 | 0 | 1 | -2
CCOC(=O)N1CCN(C(=O)CSc2nc3ccccc3c(=O)n2-c2ccccc2)CC1 | 3 | 1.6 | -9 | 3 | 52 | -1 | -1 | 1.2 | -4
CC(=O)C1=C(C)OC(N)=C(C#N)C1c1ccco1 (stereo unspecified) | 7 | 1.1 | -15 | -1 | 121 | 6 | 3 | 1 | 3
O=C(COc1ccc(S(=O)(=O)NC2CCCCC2)cc1)NCC1CCCO1 (stereo unspecified) | -5 | 0.9 | -3 | 1 | 119 | 0 | -5 | 1 | 5
Cc1cc(C(C#N)c2cccc(Cl)c2)n2ncnc2n1 (stereo unspecified) | -4 | 1.1 | . | -6 | 89[fluorescence artefact?] | -4 | . | 1 | 3
CCOc1ccc(C(C)(N)C(=O)O)cc1 (stereo unspecified) | 0[fluorescence artefact?] | 1.1 | -14 | 0 | 87[fluorescence artefact?] | 8 | 1 | 1.1 | -1
CN(c1ccc(C(=O)NCc2ccccc2)cc1)S(C)(=O)=O | -6 | 1.2 | -5 | -1 | 111 | -5 | 1 | . | 9
CCOc1ccc(OCCN(C)Cc2ccccc2)cc1 | -17 | 0.8 | 9 | 0 | 105 | -6 | -4 | 1.3 | 11
CCN(CC)C(=O)c1sc(NC(=O)c2ccc(C)c([N+](=O)[O-])c2)c(C#N)c1C | . | 1.2 | 23 | -2 | . | . | -6 | . | -3
COc1ccc(C(=O)N2CCC(C(=O)Nc3ccc(OC)c(OC)c3)CC2)cc1 | 10 | 1.8 | 7 | -2 | 110 | -2 | -5 | 1 | -1
CC1(NC(=O)c2cc(S(=O)(=O)N3CCCCC3)ccc2Cl)CCS(=O)(=O)C1 (stereo unspecified) | . | 1.1 | -12 | 0 | . | . | -3 | . | 1
CCSc1nnc(NC(=O)CSc2nnc(Cc3cccn3C)n2-c2ccc(F)cc2)s1 | . | 1 | 13 | 0 | . | . | -3 | 1.1 | -9
C/C(=N\Nc1nc2c(s1)CCCC2)c1ccccc1 | . | 2.3* | 10 | 3 | . | . | 1 | . | -3
CSc1ccccc1C(=O)NCc1ccc(S(N)(=O)=O)cc1 | 6[fluorescence artefact?] | 0.9 | -17 | 1 | 118[fluorescence artefact?] | 3[fluorescence artefact?] | -2 | 1 | 3
CCCSc1nnc2nc3c(nn12)c1ccccc1n3C | -6 | 1.3 | -1 | -5 | 123[fluorescence artefact?] | -5 | -1 | 1.1 | 2
COc1ccc(C(C#N)N2CCCCCC2)cc1OC (stereo unspecified) | -17 | 0.9 | -8 | 2 | 96[fluorescence artefact?] | -12 | -3 | 1.1 | -1
COC(=O)C1=C(C)NC(C)=C(C(=O)OC)C1c1ccc(OC(=O)c2ccco2)cc1 | -2[fluorescence artefact?] | 1 | -11 | -2 | 112 | 0[fluorescence artefact?] | -4 | 1.1 | -3
Cc1ccccc1N1C(=O)c2sc3nc4c(c(=O)n3c2C1=O)CCC4 | 9 | 1.2 | -8 | -8 | 96[fluorescence artefact?] | -3 | 7 | 1.1 | -4
O=C(O)c1ccc(S(=O)(=O)NC2CCCCC2)cc1 | -10 | 1 | -9 | -2 | 99 | -11 | -2 | 1.1 | 1
Cc1ccc(NC(=O)CSc2nc3ccccc3c(=O)n2CCCN2CCCCC2)cc1C | 5 | 2.6* | 3 | 1 | 105 | -4 | -4 | 0.9 | 8
COC(=O)c1ccccc1NC(=O)NCc1cccnc1 | -4 | 1 | -7 | 0 | 130 | 1 | 0 | 1.1 | 8
Cc1nnc2ccc(N3CCCC3)nn12 | -17 | 1.1 | -8 | -3 | 102 | -7 | 3 | 1.1 | 2
Nc1nc(C(=O)N2CCOCC2)nn1S(=O)(=O)c1ccccc1 | -8 | 0.9 | 2 | 0 | 113 | -7 | -5 | 1 | 4

Grouped by structure, the entries above with a thiophene ring, fused or not (2)
SMILES | ERb coact inh | PLAP activator | Mac1 fbg inh | FAK blocker | ERa coact pot | ERa SRC1 inh | Mac1 fbg enh | MT1-MMP txn act | E coli WT exp
CCOC(=O)CNC(=O)c1sc2ncnc(N3CCc4ccccc4C3)c2c1C | 0[fluorescence artefact?] | 1.9 | 18 | 42* | 110[fluorescence artefact?] | 4[fluorescence artefact?] | -2 | 1.2 | -9
CCN(CC)C(=O)c1sc(NC(=O)c2ccc(C)c([N+](=O)[O-])c2)c(C#N)c1C | . | 1.2 | 23 | -2 | . | . | -6 | . | -3

Next results follow:
SMILES | ERb coact inh | PLAP activator | Mac1 fbg inh | FAK blocker | ERa coact pot | ERa SRC1 inh | Mac1 fbg enh | MT1-MMP txn act | E coli WT exp
COc1ccc(CCN(C)Cc2ccc(OCc3ccccc3)c(OC)c2)cc1OC | . | 1.5 | 14 | 3 | . | . | -1 | . | 3
CCc1nc(Nc2ccc3nccnc3c2)c2oc3ccccc3c2n1 | 6[fluorescence artefact?] | 1 | . | 6 | 115 | 15[fluorescence artefact?] | . | 1.4 | -8
C[C@H](NC(=O)c1ccccc1Cl)C(=O)OC(C(=O)Nc1cc(C(F)(F)F)ccc1Cl)c1ccccc1 (stereo partly specified) | . | 1 | 15 | 1 | . | . | 6 | . | -9
CC(C)c1nc2oc3c(NCC4CCCO4)ncnc3c2c2c1CCC2 (stereo unspecified) | -3 | 1.7 | -4 | 3 | 108[fluorescence artefact?] | -3 | 7 | 1.1 | 0
N#CCCN1CCN(S(=O)(=O)c2ccc(S(=O)(=O)NC3CCCCC3)cc2)CC1 | -12 | 1.1 | -2 | -5 | 103 | -12 | -1 | 1.3 | -2
Cc1ccc(OCCSc2nnc(-c3cccs3)n2C)cc1 | -16 | . | . | 1 | 112 | -14 | . | 1.2 | .
N#C/C(=C\c1ccc(N2CCOCC2)o1)c1nc2ccccc2[nH]1 | -5[fluorescence artefact?] | 0.9 | . | 7 | 119[fluorescence artefact?] | -15[fluorescence artefact?] | . | . | -12
CN1/C(=C/C(=O)c2nc(S(C)(=O)=O)ncc2Cl)C(C)(C)c2ccccc21 | 5[fluorescence artefact?] | 1.1 | 10 | 9 | 79 | 1[fluorescence artefact?] | -3 | . | -3
COC(=O)c1ccc(NC(=O)CSc2nnc(COc3c(C)cccc3C)o2)cc1 | 0 | 1 | 0 | 1 | 121 | -4 | 13 | 1 | -16
Cc1cc(C)cc(N(C(C)C(=O)Nc2c(C)n(C)n(-c3ccccc3)c2=O)S(C)(=O)=O)c1 (stereo unspecified) | 13 | 1.4 | -9 | -1 | 93 | 23 | 6 | 1.1 | 2
Cc1ccc(S(=O)(=O)N2CCN(CC(=O)NC3CCCc4ccccc43)CC2)c(C)c1 (stereo unspecified) | . | 71 | -5 | 1 | . | . | 0 | . | -12
CCC(C)N1C(=O)/C(=C/c2c(NCCCOC(C)C)nc3c(C)cccn3c2=O)SC1=S (stereo unspecified) | 0 | 0.8 | . | -1 | 96 | -12 | . | 0.9 | -41

PLAP activator, hit marks shown above.
canonical_smiles	ERb coact inh	PLAP activator	Mac1 fbg inh	FAK blocker	ERa coact pot	ERa SRC1 inh	Mac1 fbg enh	MT1-MMP txn act
C/C(=N\Nc1nc2c(s1)CCCC2)c1ccccc1	.	2.3*	10	3	.	.	1	.
Cc1ccc(NC(=O)CSc2nc3ccccc3c(=O)n2CCCN2CCCCC2)cc1C	5	2.6*	3	1	105	-4	-4	0.9

Following part.
SMILES | ERb coact inh | PLAP activator | Mac1 fbg inh | FAK blocker | ERa coact pot | ERa SRC1 inh | Mac1 fbg enh | MT1-MMP txn act | E coli WT exp
Cc1ccc(C(=O)c2ccc([N+](=O)[O-])cc2)cc1C | -26 | 1 | 2 | 0 | 109 | 0 | -5 | 1.2 | 2
COc1ccccc1NC(=O)CSc1nc2nc(C)cc(C)c2c(=O)[nH]1 | -23[fluorescence artefact?] | 0.9 | 5 | 3 | 106 | -27 | -2 | 1.3 | -1
Cc1cc(CC(C)C)n(-c2nc3ccccc3c(=O)n2OCC(=O)N(C)C)n1 | -8 | 1.7 | -7 | 1 | 117 | -4 | 1 | 1.3 | 9
COc1ccc(Cl)cc1S(=O)(=O)Oc1ccc(NC(C)=O)cc1 | -9 | . | . | 2 | 102 | -7 | . | 1.3 | .
Cc1ccc(-n2c(CCC(=O)O)ccc2-c2cccs2)cc1C | -6 | 1 | . | -3 | 87[fluorescence artefact?] | -3 | . | 1.1 | 10
O=C(Nc1ccn(C2CC(OC(=O)c3ccccc3)C(CO)O2)c(=O)n1)c1ccccc1 (stereo unspecified) | -9[fluorescence artefact?] | 0.8 | -7 | 3 | 507*[fluorescence artefact?] | -16[fluorescence artefact?] | -4 | 1.2 | -8
CC(C)(C)C(=O)c1cnc(Nc2ccccc2)s1 | -6 | 0.9 | 0 | 4 | 98[fluorescence artefact?] | -10 | 0 | . | 4
Cn1c(=O)c2cc(S(=O)(=O)NCCC(=O)NCc3ccccc3Cl)ccc2n(C)c1=O | -8 | 0.9 | 0 | 2 | 124 | 5 | 3 | 1 | 5
COc1ccc(C(=O)CSc2nnc(-c3cc4ccccc4cc3O)n2Cc2ccco2)cc1 | -2[fluorescence artefact?] | 1.9 | 10 | 5 | 107 | -16 | -2 | 1.4 | -21
O=C(CN1CCOCC1)Nc1ccc(-c2nc3ccccc3[nH]2)cc1 | . | 1 | 12 | 4 | . | . | -1 | . | 0
CC(C)OCCCNc1nc2c(c(=O)n(Cc3ccccc3F)c(=O)n2C)n1C | -14 | 1.3 | 11 | 7 | 110 | -17 | 2 | 1 | -5
CCCC1(C(=O)OCC)NC(c2ccc(N(C)C)cc2)C2C(=O)N(c3ccc(F)cc3)C(=O)C21 (stereo unspecified) | 5 | 1.4 | -16 | 5 | 94 | -10 | 28 | 1.2 | -6
CCC(CC)C(=O)NCCN1CCN(C(=O)C(CC)CC)CC1 | -3 | 1.2 | . | -1 | 121 | -6 | . | 1 | -1
